Screens from PubChem BioAssay.
KDM4E inh – blocks human JMJD2E demethylase activity | JMJD2E catalytic domain, FDH-coupled NADH fluorescence (FDH is formaldehyde dehydrogenase) | Potency, µM (top dose mostly 57.1 µM), inactives show at the highest dose activity change, negative = inhibition, usual class: inhibitors | hit rate 1.6% among 230,000; active = well fitted inhibition curve with a large enough effect, not every such curve was filed as active; inconclusive = small, poorly fitted or top-dose-only effect, or another doubt; inactive = no such curve, though single readings can be large or run the other way;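 also: 0% = wells with enzyme and -100% = buffer wells without enzyme; nearly all actives have a fitted effect of over 50% in size; many of its hits are not listed in these tables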
Target sequence (B2RXH2 1-337 limits assumed): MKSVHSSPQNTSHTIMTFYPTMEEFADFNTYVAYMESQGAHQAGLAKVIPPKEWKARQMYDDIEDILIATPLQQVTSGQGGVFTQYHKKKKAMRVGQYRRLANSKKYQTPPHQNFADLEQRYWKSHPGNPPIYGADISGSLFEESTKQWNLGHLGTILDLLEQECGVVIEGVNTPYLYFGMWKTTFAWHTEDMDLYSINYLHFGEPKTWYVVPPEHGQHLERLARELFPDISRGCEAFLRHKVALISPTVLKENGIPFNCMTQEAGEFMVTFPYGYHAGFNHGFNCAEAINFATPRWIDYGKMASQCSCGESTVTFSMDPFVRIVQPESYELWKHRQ
Tau fibril FP – blocks human tau fibril formation measured by polarization; AID 1468; K18 P301L tau heparin fibrillization, Alexa594 FP, 6 h; hit rate 0.39% among 280,000; Potency, µM (doses to about 57.7 µM), for inactives: at the highest dose activity, negative = inhibition, hits mostly inhibitors; also: % is scaled to controls: 0 for no effect and ±100 for the full control effect; nearly all actives have a fitted effect of over 55% in size
Target sequence (P10636 561-689 P618L limits assumed): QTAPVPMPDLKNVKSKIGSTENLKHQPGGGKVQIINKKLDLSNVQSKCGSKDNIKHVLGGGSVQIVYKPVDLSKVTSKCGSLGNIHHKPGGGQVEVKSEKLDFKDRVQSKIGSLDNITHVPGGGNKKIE
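Human tau K18 […] P301L fragment, 15 uM unlabeled plus 0.24 uM Alexa 594-labeled tau (final), with compound and 20 uM heparin in 100 mM sodium acetate pH 7; 6 hr at 37 C, then Alexa 594 FP read.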
ALDH1A1 block – inhibitors of human aldehyde dehydrogenase 1A1. P00352. Purified ALDH1A1, NADH fluorescence, propionaldehyde substrate. Potency, µM (titrated, usually from 75.3 µM), inactives show at the top dose activity, negative = inhibition, hits mostly inhibitors. hit rate 7.3% among 220,000; active = well fitted inhibition curve with a large enough effect, not every such curve was filed as active; inconclusive = small, poorly fitted or top-dose-only effect, or another doubt; inactive = no such curve, though single readings can be large or run the other way;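 also: plate controls were no enzyme wells and a reference inhibitor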
Target sequence (P00352 whole entry, looked up): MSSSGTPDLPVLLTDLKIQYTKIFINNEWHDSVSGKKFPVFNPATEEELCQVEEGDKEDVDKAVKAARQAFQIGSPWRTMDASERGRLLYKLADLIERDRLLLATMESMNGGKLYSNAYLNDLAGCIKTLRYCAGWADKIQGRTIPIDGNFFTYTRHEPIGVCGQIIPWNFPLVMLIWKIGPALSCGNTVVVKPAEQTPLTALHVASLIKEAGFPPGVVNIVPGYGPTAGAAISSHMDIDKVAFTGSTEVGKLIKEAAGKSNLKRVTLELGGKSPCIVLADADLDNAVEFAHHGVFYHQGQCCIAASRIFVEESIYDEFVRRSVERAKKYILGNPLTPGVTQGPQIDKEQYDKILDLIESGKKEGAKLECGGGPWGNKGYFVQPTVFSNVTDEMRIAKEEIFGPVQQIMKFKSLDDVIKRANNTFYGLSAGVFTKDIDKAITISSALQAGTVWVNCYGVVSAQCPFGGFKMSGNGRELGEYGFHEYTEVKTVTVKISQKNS
Tau fluor counter – counter-screen for tau fibril formation inhibitors; Potency, µM (highest dose often 57.7 µM), inactives show at the highest dose activity change, negative = decrease; tau K18 P301L Alexa594 fluorescence, heparin fibrillization; hit rate 0.93% among 280,000; also: % is scaled to controls: 0 for no effect and ±100 for the full control effect; nearly all actives have a fitted effect of over 55% in size
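Human tau K18 P301L (15 uM unlabeled, 0.24 uM Alexa 594-labeled) in 100 mM sodium acetate pH 7 with 20 uM heparin, 6 hr at 37 C. ThT 30 uM added, 1 hr ambient; Alexa 594 FP and total fluorescence read at 555/632 nm.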
Tau ThT inhib – tau fibrillization inhibition (ThT binding); hit rate 2.1% among 270,000; recombinant tau K18 P301L (four-repeat tau fragment), heparin-induced fibrillization, ThT fluorescence; Potency, µM (series often up to 57.4 µM), for inactives: at the top dose activity, negative = inhibition, most hits filed as inhibitors; P10636; also: % is scaled to controls: 0 for no effect and ±100 for the full control effect; nearly all actives have a fitted effect of over 55% in size
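Heparin-induced (20 uM) aggregation of recombinant human K18 P301L tau, 15 uM unlabeled with 0.24 uM labeled, pH 7 acetate buffer, 6 hr at 37 C with compound. Fibrils quantified by 30 uM ThT fluorescence after 1 hr ambient incubation.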
HTT ATP protect – cytoprotection in Huntington HTT-Q103 PC12 cell model | AID 1471 | Potency, µM (highest dose often 56.4 µM), for inactives: cytoprotection (ATP increase), most hits filed as activators | hit rate 0.14% among 230,000 | PC12 HTT-Q103 induced, cytoprotection, ATP luminescence, 40 h;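 also: % of control where 0% means no effect; nearly all actives have a fitted effect of over 45% in size; toxic huntingtin expression switched on by the ecdysone agonist tebufenozide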
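Compounds were screened for protection of PC12 cells against cell death after tebufenozide induction (100 nM final) of mutant Huntingtin exon 1 (Q103) fused to GFP.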
HttQ103 aggreg – inhibitors of mutant huntingtin aggregate formation in PC12 cells; PC12 HttQ103-GFP aggregates, Acumen cytometry, 40 h; Potency, µM (series often up to 46.1 µM), without a hit: at the top dose activity change, negative = inhibition, most hits filed as inhibitors; hit rate 1.1% among 220,000; also: % is scaled to controls: 0 for no effect and ±100 for the full control effect; nearly all actives have a fitted effect of over 60% in size
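Using laser scanning cytometry, GFP-positive aggregates were counted after lysis of PC12 cells induced with 100 nM tebufenozide to express HTT exon 1 Q103–GFP. Compounds were tested in titration.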
SMN2 splice up – SMN2 splice variant enhancement; Potency, µM (titrated, usually from 46.1 µM), without a hit: at the top dose activity change, positive = activation, actives largely listed as activators; AID 1458; HEK293 SMN2-luciferase splicing reporter, luminescence, 30-36 h; hit rate 2.8% among 210,000; also: % of control where 0% means no effect; nearly all actives have a fitted effect of over 55% in size
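HEK293 cells carry an SMN2 […]–luciferase reporter in which exon 7 inclusion puts luciferase in frame. Cells were plated 10-12 h before compound addition, then incubated 30-36 h at 37C. ONE-Glo luminescence was read; sodium butyrate at 4.5 mM final served as control.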
Starred values were filed as active, the others as inactive; ? = inconclusive; / = not tested or not shown; & = joins results of further samples; [ ] = remark or other dose. Unless noted, calls follow the shape of the dose curve; as a rule, active = well fitted curve in the direction sought with a large enough effect; inconclusive = small, poorly fitted or top-dose-only effect, or another doubt; inactive = no such curve, though single readings can be large; an effect the other way counts as inactive or inconclusive. Potency is read from the fitted curve at half-maximal effect. The list is partial; rates above refer to the full screens.

SMILES | KDM4E inh | Tau fibril FP | ALDH1A1 block | Tau fluor counter | Tau ThT inhib | HTT ATP protect | HttQ103 aggreg | SMN2 splice up
CC1=CC(c2ccccc2)n2nc(N3C(=O)c4ccccc4C3=O)nc2N1 (stereo unspecified) | 10% | 1% | -8% | 3% | 3% | -20% | -3% | ?
O=C(c1ccc2c(c1)OCO2)C1CCCN(Cc2ccc3nsnc3c2)C1 (stereo unspecified) | ? | -5% | ? | -5% | 3% | 9%[10 µM] | 25%[9.22 µM] | /
COc1cc(C(=O)NNC2=CC(=O)CC(C)(C)C2)cc(OC)c1OC | 1% | 4% | 1% | 4% | 4% | ? | 6% | 8%
C/C(CCC(=O)OC[C@@H]1O[C@H](C#Cc2ccccc2)C=C[C@@H]1Oc1ccc(C)cc1)=N/O[C@@H](C)c1cn([C@H]2COC[C@H]2O)nn1 | / | 2%[11.6 µM] | -4%[13.5 µM] | -11%[11.6 µM] | -11%[11.5 µM] | -2%[10 µM] | / | /
Cc1ccc(C(=O)NNC(=O)c2cc(OCC(F)(F)F)ccc2OCC(F)(F)F)cc1 | -3% | 10% | 14% | -11% | -11% | -10% | 25% | -22%
O=C(CCCN1C(=O)c2ccccc2C1=O)N1CCN(c2ccccn2)CC1 | 5% | 8% | -14% | 5% | -22% | -4% | -3% | -8%
CSc1nc2c(cnn2-c2ccc(C)c(C)c2)c(=O)[nH]1 | -7% | -6% | 4% | -5% | -8% | -46%[inhibitor] | 0% | -9%
Cc1ccc(-c2cc(C(=O)OCC(=O)N(C)C3CCS(=O)(=O)C3)c3ccccc3n2)o1 (stereo unspecified) | ? | 7% | ? | -11% | ? | -107%[inhibitor] | -5% | 54%
Cc1ccc(C(=O)Oc2cc(C)n(C)c(=O)c2)cc1 | -3% | -8% | 1% | -3% | -11% | -6% | -10% | -15%
CC(C)(C)C(=O)Nc1ccccc1C(=O)Nc1ccccn1 | 5% | -1% | -12% | 2% | -1% | -7%[10 µM] | 5% | -6%
O=C(Nc1ccc(N2CCOCC2)c(S(=O)(=O)Nc2cc(Cl)ccc2Cl)c1)c1cccnc1 | -4% | -3% | / | ? | -16% | -32%[10 µM] | -14%[9.22 µM] | /
COC(=O)c1cc(=O)n2c(sc3ccccc32)c1C#N | ? | -5% | ? | -4% | -4% | 5%[10 µM] | 8%[9.22 µM] | /
CC1CCCN(CC(O)COCc2ccc3c(c2)OCO3)C1 (stereo unspecified) | 3% | 2% | 2% | 3% | 1% | -24% | -9% | 1%
COc1cc(N2CCCC2)c(OC)cc1/C=C(/C#N)c1cccc(F)c1 | -14% | 13% | ? | ? | ? | -17% | ? | 12%
COc1ccc(-n2nc(C(=O)N(C)c3cc(Cl)ccc3OC)c3c4ccccc4n(C)c3c2=O)cc1 | / | -15% | / | -16% | -5% | / | / | -3%
CCCC[C@@H]1C[C@H]1C(NC(=O)c1ccccc1)c1ccc(C(=O)OC)cc1 (stereo partly specified) | -9% | 8% | -13% | -3% | -1% | -1% | / | -9%
CCOc1cccc(-c2nnc3sc(COc4ccc(Cl)cc4)nn23)c1 | 10% | 2% | -15% | -1% | -19% | -10%[0.074 µM] | 10% | /
C/C(CC(=O)NCCCN1CCOCC1)=N\NC(=O)COc1cccc2ccccc12 | -8% | 1% | 1% | 4% | -14% | -3%[10 µM] | 7% | /
CCCCn1c(N)c(N(CC)C(=O)c2cc(Br)ccc2Cl)c(=O)[nH]c1=O | 2% | -1% | 14% | 4% | 6% | -7% | 3% | 16%
Cc1cc2nc(-c3ccc(SCc4ccccn4)nc3)[nH]c2cc1C | ? | -11% | ? | ? | -17% | -70%[inhibitor] | -12% | -19%
COc1ccccc1/C=C/C=N/NC(=O)c1ccc2nc[nH]c2c1 | ? | -8% | -6% | -19% | ? | -42%[inhibitor] | 14% | -19%
Cc1c(-c2cccc(Cl)c2)nc2ccccc2c1C(=O)OC/C(O)=C(\C#N)c1nc2ccccc2[nH]1 | ? | 11% | 5% | ? | -15% | / | ? | 0%
COc1ccc(NC(=O)C2CCCN2C(=O)Oc2ccccc2)cc1 (stereo unspecified) | 10% | 0% | ? | 4% | 2% | ? | ? | -17%
O=C(Nc1ccc(C(F)(F)F)cc1)C1CCN(c2cnccn2)CC1 | / | -9% | / | -29% | ? | / | / | -21%

Overlap with the part before: 4 entries; new compounds follow.
SMILES | KDM4E inh | Tau fibril FP | ALDH1A1 block | Tau fluor counter | Tau ThT inhib | HTT ATP protect | HttQ103 aggreg | SMN2 splice up
COc1ccccc1/C=C/C=N/NC(=O)c1ccc2nc[nH]c2c1 | ? | -8% | -6% | -19% | ? | -42%[inhibitor] | 14% | -19%
Cc1c(-c2cccc(Cl)c2)nc2ccccc2c1C(=O)OC/C(O)=C(\C#N)c1nc2ccccc2[nH]1 | ? | 11% | 5% | ? | -15% | / | ? | 0%
COc1ccc(NC(=O)C2CCCN2C(=O)Oc2ccccc2)cc1 (stereo unspecified) | 10% | 0% | ? | 4% | 2% | ? | ? | -17%
O=C(Nc1ccc(C(F)(F)F)cc1)C1CCN(c2cnccn2)CC1 | / | -9% | / | -29% | ? | / | / | -21%
CCOc1ccc(-n2c(Cc3cc(=O)[nH]c(=O)[nH]3)nnc2SCC(=O)Nc2nnc(C)s2)cc1 | -7% | -6% | 4% | 11% | 6% | 23% | 10% | 8%
COc1cc(C2C3=C(CC(c4ccco4)CC3=O)Nc3ccccc3N2C(C)=O)cc(OC)c1OC (stereo unspecified) | ? | 4% | -12% | -2% | -13% | 5% | 13% | -19%
COCCNC(=O)c1nn(-c2ccc(C)cc2)c(=O)c2c1c1ccccc1n2C | / | -2% | / | -11% | -10% | / | / | 6%
CCCN(CCC)CCCNC(=O)C1CCC(CNS(=O)(=O)c2cccc3nsnc23)CC1 (stereo unspecified) | / | -9% | / | -7% | -3% | / | / | -1%
O=C(Cn1c(CO)nc2ccccc21)NCc1ccc2c(c1)OCO2 | -3% | -1% | -4% | -6% | -3% | -3%[10 µM] | -18%[9.22 µM] | /
COc1ccc(C(=O)N/N=C/c2ccc(OC)c(CN3CCc4cc(OC)c(OC)cc4C3C)c2)cc1 (stereo unspecified) | ? | 1% | ? | -21% | ? | -34%[inhibitor] | 13% | -13%
CCc1ccc(-c2cc(C(=O)N/N=C/c3ccco3)[nH]n2)cc1 | -12% | ? | -4% | -8% | ? | 27%[10 µM] | 11% | 0%
Cc1nc2nc[nH]n2c(=O)c1NC(=O)CC12CC3CC(CC(C3)C1)C2 | -2%&10% | -3%&1% | 0%&2% | 3%&1% | -4%&4% | 14%&-2% | 0%&-4% | 18%&-15%
COc1ccc(-c2csc(N3CCN(c4cc(C)nc5ccccc45)CC3)n2)cc1OC | ? | -1% | -5% | ? | ? | -18%[1.9 µM] | -4%[9.22 µM] | -81%[inhibitor]
O=S(=O)(NCc1ccco1)c1ccc2c(c1)Cc1ccccc1-2 | ? | ? | ? | -25% | ? | -14%[0.074 µM] | ? | ?
CCOC(=O)c1c(C)[nH]c(C)c1C(=O)COC(=O)CNC(=O)C1CCCCC1 | -8% | 5% | 0% | 6% | 1% | -24% | 15% | 12%
O=C(O)c1nc(N2CCOCC2)nc(N2CCOCC2)n1 | -7% | 6% | 3% | 3% | -5% | 19%[10 µM] | 10% | -23%
Cc1cc(C(=O)CSc2nnc(-c3cccs3)n2Cc2ccccc2)c(C)n1C | 2% | -1% | ? | -10% | ? | 16%[10 µM] | -17% | -16%
COc1cc(/C=C(\C#N)C(=O)NC2CCCCC2C)ccc1OS(=O)(=O)c1ccc(C)cc1 (stereo unspecified) | ? | 5% | 8.9µM* | -5% | ? | -8%[10 µM] | ? | -82%[inhibitor]
C=CCS/C(=N\n1cnc2ccccc2c1=O)N1CCCCC1 | 0% | 5% | ? | 2% | -3% | -39%[inhibitor] | -12% | -20%
CC(=O)Nc1nc(CC(=O)c2ccccc2)cs1 | 5% | -2% | -6% | 7% | 2% | 14%[10 µM] | -2% | -4%
COC(=O)CC1SC(=O)NC1=Nc1cccc(C)c1 (stereo unspecified) | 2% | -2% | 3% | -8% | -6% | 7% | 14%[1.84 µM] | 0%

Three records picked at random from the list so far, as already listed:
SMILES | KDM4E inh | Tau fibril FP | ALDH1A1 block | Tau fluor counter | Tau ThT inhib | HTT ATP protect | HttQ103 aggreg | SMN2 splice up
Cc1cc(C(=O)CSc2nnc(-c3cccs3)n2Cc2ccccc2)c(C)n1C | 2% | -1% | ? | -10% | ? | 16%[10 µM] | -17% | -16%
COC(=O)CC1SC(=O)NC1=Nc1cccc(C)c1 (stereo unspecified) | 2% | -2% | 3% | -8% | -6% | 7% | 14%[1.84 µM] | 0%
CC(=O)Nc1nc(CC(=O)c2ccccc2)cs1 | 5% | -2% | -6% | 7% | 2% | 14%[10 µM] | -2% | -4%
